BAP1 block: blocks human BAP1 ubiquitin-AMC hydrolysis; recombinant BAP1, Ub-AMC hydrolysis fluorescence kinetic; active compounds read low; activity remaining (% of control), % at 20 µM; hit rate 0.48% among 72,000;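 active = activity remaining at or below 50% of control, provided the compound also passes the data quality filters; inactive = the rest, including low values that fail the filters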;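 note: 100% = DMSO wells rate and 0% = substrate alone blank rate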
Target sequence (Q92560 whole entry, looked up): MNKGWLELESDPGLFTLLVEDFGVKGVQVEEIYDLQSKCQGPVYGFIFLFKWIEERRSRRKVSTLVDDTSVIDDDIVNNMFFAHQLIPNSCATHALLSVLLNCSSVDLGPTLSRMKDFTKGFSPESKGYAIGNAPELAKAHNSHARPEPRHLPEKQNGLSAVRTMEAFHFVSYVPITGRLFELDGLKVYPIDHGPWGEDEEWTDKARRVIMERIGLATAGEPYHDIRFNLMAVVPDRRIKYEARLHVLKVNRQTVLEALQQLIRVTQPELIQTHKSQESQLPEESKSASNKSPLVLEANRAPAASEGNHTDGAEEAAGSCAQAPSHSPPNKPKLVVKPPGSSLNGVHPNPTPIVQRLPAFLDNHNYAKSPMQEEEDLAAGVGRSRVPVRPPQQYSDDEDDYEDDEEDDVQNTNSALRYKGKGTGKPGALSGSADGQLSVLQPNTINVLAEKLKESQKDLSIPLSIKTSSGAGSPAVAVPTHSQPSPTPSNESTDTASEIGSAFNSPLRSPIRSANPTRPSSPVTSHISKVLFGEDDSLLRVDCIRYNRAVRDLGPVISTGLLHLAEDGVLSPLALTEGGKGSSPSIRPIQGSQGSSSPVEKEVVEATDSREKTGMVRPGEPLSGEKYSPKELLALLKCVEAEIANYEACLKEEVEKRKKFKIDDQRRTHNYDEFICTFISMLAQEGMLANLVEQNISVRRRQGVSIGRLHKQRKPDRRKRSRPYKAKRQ
HePTP inh: human HePTP phosphatase inhibition | P35236 | recombinant HePTP phosphatase activity, OD absorbance | inhibition, % at 20 µM | hit rate 0.64% among 110,000; in the data active = inhibition above about 50%;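 note: plate controls were vehicle for no effect and reference inhibitor for full effect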
Target sequence (P35236 whole entry, looked up): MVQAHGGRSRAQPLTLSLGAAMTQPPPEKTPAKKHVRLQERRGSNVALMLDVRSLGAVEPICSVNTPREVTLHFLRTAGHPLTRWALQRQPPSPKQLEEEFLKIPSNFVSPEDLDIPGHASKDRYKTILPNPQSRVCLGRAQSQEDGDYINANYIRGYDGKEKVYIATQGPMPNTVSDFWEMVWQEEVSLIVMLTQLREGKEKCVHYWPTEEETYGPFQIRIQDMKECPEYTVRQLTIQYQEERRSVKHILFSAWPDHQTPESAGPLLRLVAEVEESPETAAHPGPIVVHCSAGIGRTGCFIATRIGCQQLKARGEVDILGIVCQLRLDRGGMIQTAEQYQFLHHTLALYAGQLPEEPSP
The depositor's hits bear a star; . = no result given; & = joins results of further samples.

SMILES	BAP1 block	HePTP inh
CC1(C)N([O-])C(c2ccccc2)=C[N+](=O)C1(C)C	89.0	0.3
O=C(Nc1cc([N+](=O)[O-])ccc1F)c1ccccc1Br	.	0.6
CCc1nnc(NC(=O)c2ccc(-c3cccc(C(F)(F)F)c3)o2)s1	.	4.0
O=c1[nH]c2ccccc2cc1-c1noc(-c2cccnc2)n1	.	3.8
Cc1nc(C)c(C(=O)C2=C(O)C(=O)N(CCCN(C)C)C2c2ccco2)s1 (centres undefined)	.	-2.0
CCN(CC)C(=O)c1ccc(CN(c2ccc(OC)cc2)S(=O)(=O)c2ccccc2)cc1	.	5.2
COc1ccccc1CC(=O)N1CCc2ccccc21	.	0.7
O=[N+]([O-])c1ccc(-c2ccc(C(=S)N3CCOCC3)o2)cc1	.	-11.4
Cc1ccc(-n2nc(C)c3c(C)c(CCC(=O)NCc4ccco4)c(C)nc32)cc1	127.8	-0.1
Clc1ccc(Cn2nnc(-c3ccccc3Cl)n2)c(Cl)c1	.	1.6
O=C(Oc1ccc(C(=S)N2CCOCC2)cc1)c1ccccc1	.	-8.5
Cc1sc2ncnc(NCCCO)c2c1C	97.5	4.6
O=S(=O)(NCC(c1cccnc1)N1CCN(c2ccc(F)cc2)CC1)c1cc(F)ccc1F (centres undefined)	90.1	.
Cc1ccc(-n2ncc3c(NCc4ccc5c(c4)OCO5)ncnc32)c(C)c1	69.5	2.6
CCOC(=O)C(=CNc1cccc(C)c1C)C(=O)OCC	.	3.4
O=C(Cn1cnc2c(nnn2-c2ccccc2)c1=O)NCCc1ccccc1	93.9	-0.7
COC(=O)C1=CN(Cc2ccc(F)cc2)C=C(C(=O)OC)C1c1cc(OC)c(OC)c(OC)c1	.	-15.3
CSc1ccc(S(=O)(=O)NC2CCCCCC2)cc1	95.6	5.3
COC(=O)Cn1c(CCS(=O)(=O)c2ccc(C)cc2)nc2ccccc21	87.3	0.5
CC1CCN(C(=O)C(Cc2ccccc2)NS(=O)(=O)c2ccc3c(c2)oc(=O)n3C)CC1 (centres undefined)	96.8	-1.9
O=C(/C=C(/O)c1ccccc1)C(=O)Nc1ccc(Br)cc1	.	5.3
CNc1ccc(Cl)cc1C(O)c1ccccc1 (centres undefined)	.	-33.2
CCCCC(=O)OCCN1C(=O)c2cccc3c(N4CCCCC4)ccc(c23)C1=O	66.3	.
O=C(c1c(Cl)ccc(F)c1F)N1CCN(c2ccc(Cl)cc2[N+](=O)[O-])CC1	.	1.8
Cc1ccc(NC(=O)c2cc(-c3cccc(O)c3)on2)cc1C	78.8	5.5
O=c1ccc2ccc(OCc3cccc(Cl)c3)cc2o1	.	4.2
NCCC(=O)NCCc1cnc[nH]1	89.6	.
CCOc1cc(OCC)cc(C(=O)Nc2ccc([N+](=O)[O-])cc2)c1	.	4.3
COc1cccc(C(=O)OCCN(C)C(C)(C)C)c1	179.1	-8.0
Cn1c(O)c(C=NC2CCCC2)c(=O)n(C)c1=O	.	7.1

Pulled by structure from above:
SMILES	BAP1 block	HePTP inh
O=C(c1c(Cl)ccc(F)c1F)N1CCN(c2ccc(Cl)cc2[N+](=O)[O-])CC1	.	1.8
Cn1c(O)c(C=NC2CCCC2)c(=O)n(C)c1=O	.	7.1
CCN(CC)C(=O)c1ccc(CN(c2ccc(OC)cc2)S(=O)(=O)c2ccccc2)cc1	.	5.2
O=c1ccc2ccc(OCc3cccc(Cl)c3)cc2o1	.	4.2

(continued)
SMILES	BAP1 block	HePTP inh
O=C(Oc1ccc(Cl)cc1)N1CCCCC1	.	1.7
COc1ccccc1NC(=O)c1ccc(S(=O)(=O)N2CCCC2)cc1	100.6	0.5
CCc1[nH]nc2c1C(c1ccc(Br)s1)C(C#N)=C(N)O2 (centres undefined)	118.4	-2.1
COC(=O)c1c(C)[nH]c(C(C)=O)c1C	124.6	9.4
Cc1ccc(C(C)C)c(OCc2nnc(NC(=O)Nc3ccc(Cl)cc3)s2)c1	.	6.4
CCOC(=O)C1CCN(C(=O)c2ccccc2NC(C)=O)CC1	96.3	6.6&6.2
Cc1ccc(-c2csc3ncnc(-n4nc(C)cc4N)c23)cc1	112.0	5.9
O=C(CSc1nc2cc3c(cc2c(=O)n1CCC1=CCCCC1)OCO3)NCc1ccco1	85.2	0.2
c1ccc(N2CCN(c3nc4cc5c(cc4s3)OCCO5)CC2)cc1	84.2	6.0
Cc1nc(N=Nc2cc(S(=O)(=O)O)c3cc([N+](=O)[O-])cc(S(=O)(=O)O)c3c2)c(COP(=O)(O)O)c(C=O)c1O	60.0	.
CCOc1ccc(NC(=O)CN2CCN(S(=O)(=O)c3ccc(Cl)cc3)CC2)cc1	95.6	-4.9
COCCNC(=O)c1cn(C)c(=O)c2cc(OC)c(OC)cc12	.	4.2
Cc1cc(C(C)(C)C)cc(C)c1CC1=NCCN1	94.7&97.6	8.0
CCOC(=O)c1[nH]cnc1C(=O)O	103.2	2.0
CC1CN(S(=O)(=O)c2cccc(C(=O)OCc3cc(=O)oc4cc(O)ccc34)c2)CC(C)O1 (centres undefined)	61.7	6.8
Cn1c(C(=O)N2CCN(c3nc4ccccc4s3)CC2)cc2sccc21	87.3	1.4
CC(C)n1c2ccccc2c2nc3ccccc3nc21	108.7	-6.2
CCN1C(=O)C(NC(C)=O)c2cc(OC)ccc21 (centres undefined)	104.4	4.1
C(=N\N=C(\c1ccccc1)C12CN3CN(CN(C3)C1)C2)/c1cccnc1	.	-9.2
COCC(=O)N1CCCc2ccccc21	71.7	2.1
COc1cccc(/C(O)=C2/C(=O)C(=O)N(CCN3CCOCC3)C2c2cccnc2)c1 (centres undefined)	101.4	-2.7
CCOc1ccc(C2CC(c3ccc(OC)cc3)n3ncnc3N2)cc1 (centres undefined)	86.4	-0.1
CCCC(=O)Nc1ccc(NC(=O)c2ccco2)cn1	.	-4.3
O=C(N1CCOCC1)N1CCN(S(=O)(=O)N2CCOCC2)CC1	55.8	6.4
CSc1nc(C)nc2c1c(=O)n(C)c(=O)n2C	95.4	-1.0
Cc1ccc(S(=O)(=O)N=C(c2ccc(Cl)cc2)N(C)C)cc1	112.8	.
CCn1c(=O)n(CCOC)c(=O)c2c3c(sc21)CCCC3	147.5	0.3
Cc1cccc(CC2CC(=O)N(c3ncccn3)C2=O)c1 (centres undefined)	101.5	6.6
CC(C)(C)c1ccc(C(=O)Nc2ccc3[nH]c(=O)[nH]c3c2)cc1	.	5.0
CC1(C)CC(NS(=O)(=O)c2ccc3ccccc3c2)CC(C)(C)N1	.	-4.0

Not a retest: an excerpt of the list.
SMILES	BAP1 block	HePTP inh
Cc1cccc(CC2CC(=O)N(c3ncccn3)C2=O)c1 (centres undefined)	101.5	6.6
CC(C)(C)c1ccc(C(=O)Nc2ccc3[nH]c(=O)[nH]c3c2)cc1	.	5.0
CC1(C)CC(NS(=O)(=O)c2ccc3ccccc3c2)CC(C)(C)N1	.	-4.0

(next part)
SMILES	BAP1 block	HePTP inh
Cc1ccc2oc(C(=O)NCc3ccccc3)c(C)c2c1	.	5.2
Cc1ccc2nc(NC(=O)Cn3cc4c(n3)CCCCC4)sc2c1	90.9	7.5
COc1ccc(OC)c2c1C(=O)c1ccccc1C2=O	.	1.7
CC(=O)N1CCN(Cc2ccccc2)CC1	.	3.2
Cn1cc(/C=C2/SC(=S)N(c3cccc(C(F)(F)F)c3)C2=O)c2ccccc21	.	5.2
CC(C)C(OC(=O)c1ccco1)C(=O)NCc1cccs1 (centres undefined)	98.9	3.4
CCOC(=O)C(CC)Sc1nnc2n1C(C)(C)Cc1ccccc1-2 (centres undefined)	103.8	-1.0
CCOCCCNC(=O)C(c1ccc(C)cc1)N(Cc1ccc2c(c1)OCO2)C(=O)c1cnccn1 (centres undefined)	89.6	-3.9
COc1ccc(OC)c(NC(=S)NC(=O)c2ccc(Cl)cc2)c1	.	5.2
O=C(c1cccc(S(=O)(=O)N2CCOCC2)c1)N1CCCC1	109.6	6.3
Cc1ccc(Cn2nc(C)c(NC(=O)c3cc(-c4ccco4)on3)c2C)cc1	106.2	3.0
O=C(CSc1nnc(-c2ccncc2)n1CC1CCCO1)NCc1ccccc1 (centres undefined)	93.1	-6.7
O=C(CC1CCCC1)Nc1nnc(C2CC2)s1	83.8	-3.8
O=C(NCC1COc2ccccc2O1)C1CCC(CNc2c(N3CCCCC3)c(=O)c2=O)CC1 (centres undefined)	99.1	5.6
CCOC(=O)COc1nc(OC)nc(N2CCOCC2)n1	85.1	5.7

Next part (2 carried over from the part before).
SMILES	BAP1 block	HePTP inh
O=C(NCC1COc2ccccc2O1)C1CCC(CNc2c(N3CCCCC3)c(=O)c2=O)CC1 (centres undefined)	99.1	5.6
CCOC(=O)COc1nc(OC)nc(N2CCOCC2)n1	85.1	5.7
O=c1c2ccccc2oc2nc(-c3ccco3)n(Cc3ccccc3)c(=O)c12	78.0	8.4
COc1ccc(C2C=C(C)Nc3nc(SC)nn32)cc1 (centres undefined)	.	3.5
CCCC1(O)CC(c2ccccc2)N(C)C(c2ccccc2)C1C (centres undefined)	.	1.0
CCc1cccc(C)c1NC(=O)CSc1nc2ccccc2[nH]1	.	-0.7
CCOC(=O)Cc1csc(NC(=O)c2ccc(S(=O)(=O)N3CCCCC3)cc2)n1	97.5	11.4
O=c1nc(/C=C/c2cc([N+](=O)[O-])ccc2Cl)cc(C(F)(F)F)[nH]1	.	-1.3
CCOC(=O)c1c(CN2CCN(C)CC2)oc2ccc(OC)cc12	96.4	1.7
CCCOc1ccc(-c2nc(N)n[nH]2)cc1	98.6	6.6
COc1ccc(C)cc1NC(=O)Cn1cnc2c1c(=O)n(C)c(=O)n2C	.	4.1
C=CCNc1nc(N(c2ccccc2)c2ccccc2)nc(-n2ccnc2)n1	105.3	3.6
Cc1ccc(S(=O)(=O)N2CCC(=O)C(C)C2)cc1 (centres undefined)	.	-5.7
CCCC(=O)N(CCc1ccccc1)Cc1nc2ccccc2c(=O)[nH]1	96.3	4.3
CCOc1c(Br)cc(/C=C2/C(=O)N(c3ccc(Cl)c(C(=O)O)c3)N=C2C)cc1OC	.	8.2
Cc1cccn2c(=O)c3cc(C#N)c(=NC(=O)c4ccc5c(c4)OCO5)n(CC(C)C)c3nc12	57.2	10.0
CCN(CC)c1ccc(C(=O)Nc2ccncc2)cc1	.	7.1

Some of these compounds in order of length of the SMILES, smallest number first.
SMILES	BAP1 block	HePTP inh
Cc1ccc(S(=O)(=O)N2CCC(=O)C(C)C2)cc1 (centres undefined)	.	-5.7
C=CCNc1nc(N(c2ccccc2)c2ccccc2)nc(-n2ccnc2)n1	105.3	3.6
CCOC(=O)Cc1csc(NC(=O)c2ccc(S(=O)(=O)N3CCCCC3)cc2)n1	97.5	11.4

Next part:
SMILES	BAP1 block	HePTP inh
O=S(=O)(NCc1ccco1)c1ccc(Cl)cc1Cl	.	5.8
COc1ccc(C2=NN(C(=O)c3cccc([N+](=O)[O-])c3)C(c3cccc([N+](=O)[O-])c3)C2)cc1 (centres undefined)	.	-5.4
COC(=O)c1c(N)c(C#N)c(C)n1Cc1ccccc1	.	-6.2
N#C/C(=C1\CCCN1)c1nc(-c2ccccc2)cs1	116.0	5.8
CC(=O)NCCOc1cccc2ccccc12	95.3	5.2
COc1ccc(C2/C(=C(\O)c3ccc(C)cc3)C(=O)C(=O)N2CCCC(=O)O)cc1OC (centres undefined)	.	-0.2
Nc1cccc(NC(=O)c2cccs2)c1	77.2	6.3
COc1ccccc1CNC(=O)CN(C)CC(=O)Nc1cccc(F)c1	78.6	6.2
COC(=O)Oc1c(Br)c(=O)oc2ccccc12	75.4	-4.9
COC(=O)C(NC(=O)C(C)Oc1ccccc1)C(C)C (centres undefined)	119.4	-2.1
Cc1ccc(O)c(NC(=O)c2ccco2)c1	.	0.0
O=C(NC(=O)c1ccc(Cl)cc1)Nc1cc(N2CCCCC2)ncn1	.	3.5
Cc1cc(C)nc(SC(C)C(=O)N/N=C/c2ccccc2Cl)n1 (centres undefined)	.	-3.0
CC(=O)N(Cc1cc2c(C)cc(C)cc2[nH]c1=O)C1CCCCC1	81.0	-5.3
O=C(Nc1nc(-c2ccccc2)ns1)c1cccs1	123.3	10.0
CCOC(=O)c1c(NC(=O)c2ccccc2Cl)sc2c1CCN(C(=O)OCC)C2	.	-20.8
Cc1ccc(C)c(NC(=O)C2C3CC/C=C\CCC32)c1 (centres undefined)	.	-18.6
O=C(C1CCN(C2CC(=O)N(Cc3ccccc3)C2=O)CC1)N1CCCCCC1 (centres undefined)	88.9	7.9
CCOC(=O)c1ccc(-c2ccc(/C=C3/SC(=S)N(CC(=O)O)C3=O)o2)cc1	.	54.5*
CC(C)N1CCc2c(sc(NC(=O)c3ccc(S(=O)(=O)N4CCOCC4)cc3)c2C#N)C1	65.4	4.9
CCN(CC)C(=O)Cn1cnc2ccccc2c1=O	156.4	2.9
Cc1ccc(N2C(=O)/C(=C/c3cc(C)n(-c4cccnc4)c3C)C(=O)NC2=S)cc1C	.	14.9
CC1=C(C(=O)Nc2ccc(Cl)cc2)C(c2ccc(C)cc2)NC(=O)N1 (centres undefined)	.	-4.2
CC1(C)C(=O)N(Cc2ccccc2)c2ccccc2N1C(=O)c1ccc(Br)cc1	56.9	.
CCCCCc1ccc(C(=O)CCN(C)C)cc1	114.7	.
CCOC(=O)c1nc(NC(=O)c2cc3ccccc3o2)sc1C	.	7.4
Cc1c(N/C=C/C(=O)c2cccs2)c(=O)n(-c2ccccc2)n1C	116.5	7.0
O=P(CC1CCCO1)(c1ccccc1)c1ccccc1 (centres undefined)	.	-2.0
Cc1nnc(NCCc2ccccc2)n(N)c1=O	88.3	-7.0
COc1ccccc1OC(=O)c1ccc2nsnc2c1	101.4	-3.4
CCOC(=O)c1c(C)[nH]c(C)c1C(=O)CSc1nc(N)cc(N)n1	106.5	.
COc1ccccc1C1C=C(c2ccc(Cl)cc2)Nc2nc(N3C(=O)CCC3=O)nn21 (centres undefined)	88.2	1.8
